MC4R antag cAMP: MC4R antagonists of cAMP signaling, primary screen, cell-based, TR-FRET, antagonist arm of biased-ligand search. Melanocortin receptor 4 (Homo sapiens), P32245. MC4R-expressing cells, MTII-stimulated cAMP, LANCE TR-FRET. inhibition, % at 6.5 µM. actives 0.48% (n = 360,000). AID 540295, 2011;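 active = inhibition above its plate's cutoff, the mean of tested wells on that plate plus 3 SD, cut at about 29% in these data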;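 also: 0% = Melanotan II alone and 100% = Melanotan II plus saturating MCL0020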
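System: U2OS cells stably expressing human melanocortin 4 receptor (MC4R). Reagent: Melanotan II challenge after compound preincubation. Doses: 6.5 µM. Times: 30-min compound, 1-h challenge, 1-h detection, room temperature. Measured by: TR-FRET with Eu-cAMP and labeled anti-cAMP, 671 nm. Replicates: singlicate.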
MC4R ag barr: MC4R agonists recruiting beta-arrestin, primary screen, cell-based, luminescence, agonist arm of biased-ligand search; Melanocortin receptor 4 (Homo sapiens), P32245; U2OS MC4R beta-arrestin complementation; percent of melanotan II response, DMSO zero; activation, % at 8.9 µM; actives 0.98% (n = 360,000);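 active = activation above a per-plate cutoff, the mean activation of sample wells on that plate plus 3 SD, cut at about 8% in these data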
COUP-TFII inh: NR2F2 transcriptional activity inhibitors, primary screen, cell-based, luciferase reporter, HEK293T, luminescence. COUP transcription factor 2 (Homo sapiens), P24468. HEK293T NGFI-A luciferase reporter. inhibition, % at 8.6 µM. actives 0.7% (n = 370,000). AID 686940, 2013;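 active = inhibition above a per-plate cutoff, mean inhibition of test wells between control levels plus 3 SD, cut at about 38% in these data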;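 also: cells cotransfected with COUP-TFII expression vector driving the NGFI-A reporter; 0% = median of COUP-TF2 test wells and 100% = reporter-only cells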
SRC2 inh: inhibition of GAL4-SRC2 driven luciferase reporter, primary screen, SRC2 inhibitor project, cell-based, luminescence. Nuclear receptor coactivator 2 (Homo sapiens), Q15596. AID 651957, 2012. actives 0.17% (n = 370,000). inhibition, % at 9 µM. HEK293 GAL4-SRC2 luciferase reporter;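 active = inhibition above the mean inhibition of all tested compounds plus 3 SD, set per campaign, cut at about 52% in these data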;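 also: 0% = DMSO treated cells and 100% = cells given Gossypol at 36 µM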
NR5A2 inv ag: LRH-1 (NR5A2) inverse agonists, primary screen, cell-based, luminescence, HEK293T, StAR-luciferase reporter. inhibition, % at 3.6 µM. actives 0.13% (n = 360,000). LRH-1 transfected, 24 h. AID 602396, 2012;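 active = inhibition above the mean inhibition of all tested compounds plus 3 SD, cut at about 73% in these data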;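 also: 0% = DMSO wells and 100% = reporter-only cells lacking LRH-1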
NCOA3 inh: SRC3 coactivator transcriptional activity inhibitors, primary screen, cell-based, luminescence | Nuclear receptor coactivator 3 (Homo sapiens), Q9Y6Q9 | HEK293 GAL4-SRC3 luciferase reporter | inhibition, % at 3.6 µM | actives 0.17% (n = 360,000) | AID 588352, 2011;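 active = inhibition above a per-campaign cutoff, the mean of all compounds plus 3 SD, cut at about 60% in these data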;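 also: 0% = DMSO-treated cells and 100% = gossypol-treated cells at 36 µM; higher means less SRC3-driven luciferase light from the GAL4 reporter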
NCOA1 inh: SRC1 coactivator transcriptional activity inhibitors, primary screen, cell-based, luminescence; Nuclear receptor coactivator 1 (Homo sapiens), Q15788; HEK293 GAL4-SRC1 luciferase reporter; inhibition, % at 3.6 µM; actives 0.12% (n = 360,000);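 active = inhibition above the campaign mean plus 3 SD, with each screening campaign given its own cutoff, cut at about 60% in these data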;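 also: 0% = DMSO treated cells and 100% = gossypol at 36 µM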
NOD2-RIPK2 inh: NOD2-RIPK2 binding disruptors in cells, primary screen, fluorescence, CHO cells, BLA complementation; CCF4 ratio; Receptor-interacting serine/threonine-protein kinase 2 (Homo sapiens), O43353; inhibition, % at 4.98 µM; AID 624267, 2012; actives 0.38% (n = 360,000); in the data active = inhibition above about 21%;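 also: 0% = vehicle only and 100% = reference blocker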
TLR9-MyD88 inh: inhibitors of TLR9-MyD88 association in cells, primary screen, cell-based, CHO, BLA complementation, fluorescence. Toll-like receptor 9 (Homo sapiens) + Myeloid differentiation primary response protein …. inhibition, % at 4.98 µM. CCF4 FRET ratio. actives 0.21% (n = 340,000);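 active = inhibition above the mean over all tested compounds plus 3 SD, cut at about 21% in these data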;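 also: 0% = DMSO only wells and 100% = clavulanate BLA inhibitor control wells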
LMP1 NFkB inh: EBV LMP1-driven NF-kappaB luciferase reporter inhibitors, primary screen, cell-based, luminescence, single point; AID 504558, 2011; actives 0.69% (n = 350,000); LMP1-induced NF-kappaB luciferase reporter cells; inhibition, % at 12.5 µM; in the data active = inhibition above about 41%;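 also: 0% = neutral control wells and 100% = reference inhibitor control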
ABHD5 PLIN5 PPI: ABHD5-PLIN5 interaction inhibitors, primary screen, cell lysate, split luciferase complementation, luminescence; Perilipin-5 (Homo sapiens) + 1-acylglycerol-3-phosphate O-acyltransferase ABHD5 (Homo …; Split G. princeps luciferase complementation, 4 h; inhibition, % at 4 µM; actives 0.78% (n = 360,000);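 active = inhibition above the mean inhibition across every tested compound plus 3 SD, cut at about 22% in these data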;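 also: 0% = DMSO only wells and the 100% control is not disclosed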
Target sequence (Q00G26 whole entry, looked up): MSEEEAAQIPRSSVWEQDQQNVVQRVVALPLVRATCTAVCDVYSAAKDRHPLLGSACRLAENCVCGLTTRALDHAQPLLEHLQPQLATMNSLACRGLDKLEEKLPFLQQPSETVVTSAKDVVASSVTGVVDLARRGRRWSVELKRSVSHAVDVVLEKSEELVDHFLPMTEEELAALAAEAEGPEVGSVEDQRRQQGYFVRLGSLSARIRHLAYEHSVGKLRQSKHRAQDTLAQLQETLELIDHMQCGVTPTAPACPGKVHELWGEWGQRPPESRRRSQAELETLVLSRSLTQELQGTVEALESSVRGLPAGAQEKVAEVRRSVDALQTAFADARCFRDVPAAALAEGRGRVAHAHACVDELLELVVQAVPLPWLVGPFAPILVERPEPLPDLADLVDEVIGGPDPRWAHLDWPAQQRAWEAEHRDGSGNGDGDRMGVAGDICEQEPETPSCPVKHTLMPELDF
Target sequence (Q8WTS1 whole entry, looked up): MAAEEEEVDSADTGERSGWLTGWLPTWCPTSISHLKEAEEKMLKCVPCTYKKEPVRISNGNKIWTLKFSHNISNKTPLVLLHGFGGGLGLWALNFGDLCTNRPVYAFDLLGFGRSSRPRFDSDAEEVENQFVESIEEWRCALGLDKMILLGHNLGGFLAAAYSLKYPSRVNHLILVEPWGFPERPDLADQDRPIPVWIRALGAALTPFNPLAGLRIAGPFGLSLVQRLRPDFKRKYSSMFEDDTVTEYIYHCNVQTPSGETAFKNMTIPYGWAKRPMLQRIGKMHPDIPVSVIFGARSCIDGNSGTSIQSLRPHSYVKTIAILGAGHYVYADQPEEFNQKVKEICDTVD
* marks the source's active call; other numbers are inactive results; · = no result given.

cpd	MC4R antag cAMP	MC4R ag barr	compound	COUP-TFII inh	SRC2 inh	NR5A2 inv ag	NCOA3 inh	NCOA1 inh	NOD2-RIPK2 inh	TLR9-MyD88 inh	LMP1 NFkB inh	ABHD5 PLIN5 PPI
1	3	0.9	CC(OC(=O)c1cccs1)C(=O)Nc1nc(-c2ccccc2)cs1 (configuration not stated)	-1	-21	-23	-16	-24	4	0	-2	-6
2	1	-0.8	Cc1ccc(S(=O)(=O)NC(=O)C2CCCCC2)cc1	4	2	7	-14	-9	-1	8	4	1
3	1	-0.4	COc1cccc(OCC(=O)NNC(=O)CCc2ccccc2)c1	-6	13	-2	2	-19	13	1	4	2
4	17	-1.0	CCOC(=O)N1CCN(Cc2nc(-c3ccc(OC)cc3)no2)CC1	·	·	13	7	7	3	-2	-2	6
5	-2	-2.3	CC(=O)Oc1ccc(C(=O)Nc2cccc(-c3nnc(-c4ccco4)o3)c2)cc1	15	8	6	3	2	-25	-4	1	-1
6	-3	-1.3	Cc1cc(C)nc(SCc2nc(N)nc(-c3ccccc3O)n2)n1	5	15	8	13	9	-1	3	-3	6
7	4	-2.5	O=C(COC(=O)c1ccc(F)cc1F)Nc1cccc(S(=O)(=O)N2CCOCC2)c1	3	-52	4	-11	-6	-10	-2	-13	-2
8	-4	0.0	Clc1nccc(NCc2ccccc2)n1	7	-1	12	4	3	-15	5	-10	-4
9	0	-2.5	COCCNC(=O)c1cccc(S(=O)(=O)N2CC3(C)CC2CC(C)(C)C3)c1 (configuration not stated)	6	2	-19	9	8	-3	-2	-12	7
10	3	-1.8	COc1ccc(OC)c(S(=O)(=O)Nc2ccc3oc4c(c3c2)C(=O)CCC4)c1	2	7	-1	2	-76	-12	-2	-2	3
11	-6	-0.6	Cc1cc([N+](=O)[O-])ccc1NC(=O)CSc1nncn1-c1cccnc1	-11	-25	-2	-14	-2	-10	-4	-3	5
12	11	0.5	COc1ccc(CCNC(=O)c2cc3c(=O)n(C)c4ccccc4c3n2C)cc1OC	6	8	14	13	7	-8	9	4	1
13	3	-1.6	O=C(Nc1nnc(/C=C/c2ccccc2)s1)c1ccco1	-7	-14	-26	5	-13	0	2	-18	0
14	-16	10*	CCC(C)c1ccc(C2C3=C(Nc4nc(N)[nH]c(=O)c42)c2ccccc2C3=O)cc1 (configuration not stated)	-17	-3	11	19	14	-13	6	-11	12
15	14	0.6	CSCC[C@@H](CO)NC(=O)c1ccc2nc(C3CCCCC3)oc2c1	-6	-24	-2	12	2	-15	-10	-2	1
16	2	-0.8	O=C(O)c1ccccc1NCc1ccncc1	-9	2	7	-1	1	2	-1	2	-2
17	14	-0.1	C[C@H](NC(=O)c1ccc2c(c1)OCO2)c1nnc2ccccn12	·	·	-24	-2	-12	10	-8	-8	-4
18	13	-0.7	CCOc1ccccc1OCCCC(=O)N(CC)CC(=O)Nc1c(F)cccc1F	-17	11	7	-5	-3	2	-7	-1	-1
19	-1	2.5	COc1ccc(NC(=O)COC(=O)c2ccc3ccccc3n2)cc1	-2	3	-12	8	-6	2	-3	-4	-5
20	2	1.6	COc1ccc(/C=C/C(=O)OCC(=O)Nc2cccc(Oc3ccccc3)c2)c(OC)c1	-1	-33	7	11	2	-6	-6	-10	0
21	4	-2.2	COc1ccc(S(=O)(=O)N2CCN(c3ncnc4c(-c5ccccc5)nsc34)CC2)cc1	-18	0	-4	-72	11	7	-9	4	-2
22	7	-2.9	Cc1cccn2c(=O)c3cc(S(=O)(=O)c4ccc(Br)cc4)c(=N)n(C4CCCCC4)c3nc12	-17	-20	-7	-9	5	3	-2	6	-9
23	9	0.8	CC(C)Oc1ccc(S(=O)(=O)N2CCOCC2)cc1NC(=O)CCCSc1ccccc1	-16	-15	-27	-18	-36	-1	-3	4	-11
24	1	0.7	CCCn1c(=O)[nH]c(=O)c2c1nc(-c1ccccc1)n2CCN1CCOCC1	-3	10	-25	-4	6	0	4	5	2
25	6	-0.2	CC(=O)c1c(C)oc2ccc(N(C(=O)c3ccncc3)S(=O)(=O)c3ccccc3)cc12	3	18	6	22	12	7	8	6	14
26	12	-0.5	S=C1NCN(Cc2ccco2)CN1CCc1ccccc1	23	13	11	10	-19	-1	-6	-15	-6
27	5	-1.6	Cc1oc(-c2ccccc2Cl)[n+]([O-])c1C	4	-6	-5	-24	12	2	2	-3	21
28	9	-0.3	Cc1ccc(N2C(=O)c3n[nH]c(C)c3C2c2ccccn2)cc1 (configuration not stated)	-13	-12	-10	-1	-15	-11	-2	-2	8
29	2	-3.6	Cc1ccc(S(=O)(=O)CCC(=O)Oc2ccc(-c3nnco3)cc2)cc1	-8	-8	15	8	-5	-3	0	5	-2
30	-2	-1.1	CS(=O)(=O)c1ccc(NC(=O)c2cccc(-n3cnnn3)c2)cc1	-3	8	12	-1	4	2	-2	-7	-12
31	2	1.1	CS(=O)(=O)N(Cc1ccco1)CC(O)Cn1c2ccccc2c2ccccc21 (configuration not stated)	-6	15	8	13	11	-5	4	-8	13
32	2	-0.5	NCCN1CCN(S(=O)(=O)c2ccc([N+](=O)[O-])cc2)C=C1c1ccc(Cl)cc1	1	-5	-5	8	6	-2	-5	2	3
33	-19	0.2	Cc1ccc(CNC(=O)Cc2ccc(-n3cccc3)cc2)cc1	-1	-18	1	14	-20	9	-1	-12	-3
34	-3	-1.6	CC(=O)c1cccc(NC(=O)Nc2ccc(C(=O)N3CCOCC3)cc2)c1	2	37	24	26	24	-4	0	49*	-3
35	4	-0.6	CCn1c(=O)cc(OCC(=O)O)c2ccccc21	-5	6	-3	5	-4	-5	11	2	-2
36	19	-3.6	COc1ccc(CCN2CC(C(=O)N3CCC(O)(c4ccccc4)CC3)CCC2=O)cc1 (configuration not stated)	6	0	-5	6	0	4	9	6	-2
37	10	-2.1	Cc1oc(-c2ccccc2Cl)nc1CN1CCCCC1CO (configuration not stated)	7	-19	-9	9	5	-5	1	29	3
38	17	-3.1	O=C(CC1SCCNC1=O)Nc1cccc([N+](=O)[O-])c1 (configuration not stated)	10	20	2	11	-8	6	-8	0	-1
39	7	-0.2	O=C(COC(=O)c1ccc(O)cc1)Nc1ccc2c(c1)OCO2	18	-41	-11	-13	-4	-8	-14	-1	2
40	5	-2.2	Cc1c(NS(=O)(=O)c2ccc(N3CCCCC3)c([N+](=O)[O-])c2)c(=O)n(-c2ccccc2)n1C	1	-4	8	19	-28	-5	-11	3	3
41	9	-0.1	O=C(NCCN1CCOCC1)C(=O)NCC1OCCN1C(=O)c1ccc(Cl)cc1 (configuration not stated)	-4	-18	12	13	4	-14	7	-6	-2
42	5	6.9	CC(=O)Nc1cc(-c2cccc(C(=O)NCCO)c2)cn2c(-c3cccc(C(F)(F)F)c3)cnc12	10	3	17	-17	5	1	·	·	3
43	6	1.3	O=C(NC(=S)NC1CCN(Cc2ccccc2)CC1)c1ccc(F)cc1	18	-25	-16	6	-8	-12	-5	3	-7
44	2	-1.1	CC(C)CC(=O)NC(=S)Nc1cccc(NC(=O)c2ccccc2Cl)c1	20	5	8	14	3	9	6	-14	7
45	4	-0.1	CC1CN(C(=O)CCC(=O)N2CCCCC2)c2ccccc2O1 (configuration not stated)	3	33	-6	-7	4	3	-5	-6	-6
46	·	·	CC(C)C[C@@H]1Cc2[nH]c(=S)[nH]c(=O)c2[C@H](C)O1	-4	4	11	·	·	-9	·	·	-3
47	0	0.4	CCC(=O)Nc1cccc(C(=O)OCC(=O)c2ccccc2Cl)c1	-41	-48	-110	-41	-52	-4	-11	-10	-7
48	9	-0.6	Cc1occc1C(=O)NC1CCCN(Cc2ccc(Cl)cc2)C1 (configuration not stated)	3	-30	-3	-13	-9	5	3	5	-6
49	4	4.5	Fc1ccc(-c2csc(N3CCOCC3)n2)cc1	-35	-27	-73	-22	-44	3	5	-34	13
50	-3	-1.6	COc1ccc(CN(C)C(=O)Cc2c[nH]c3ccccc23)cc1	8	-5	-1	-7	3	1	-4	-6	3

Remaining list, next part:
cpd	MC4R antag cAMP	MC4R ag barr	compound	COUP-TFII inh	SRC2 inh	NR5A2 inv ag	NCOA3 inh	NCOA1 inh	NOD2-RIPK2 inh	TLR9-MyD88 inh	LMP1 NFkB inh	ABHD5 PLIN5 PPI
51	7	-1.3	COc1cnc(-c2ccccc2)nc1OC	-4	-20	4	-5	-1	-9	-8	-3	-2
52	3	-2.0	CCCOc1ccc(C(=O)ON=C2CCN(C)CC2)cc1	-3	0	21	-9	-9	-7	-2	2	3
53	8	1.2	O=C(NC1CCS(=O)(=O)C1)c1cnccn1 (configuration not stated)	0	-34	-8	-10	2	-2	-19	-7	-5
54	0	-0.5	FC(F)(F)c1nnc2ccc(N3CCOCC3)nn12	14	-2	-3	20	12	-7	7	-4	2
55	10	0.8	NC(=O)c1nsc(C(=O)N(c2ccc(F)cc2)C(C(=O)NC2CCCC2)c2ccncc2)c1N (configuration not stated)	6	8	-24	3	-8	11	-2	2	0
56	4	-1.7	CCNc1nc(NCC)n2c(SCc3nc4ccccc4c(=O)[nH]3)nnc2n1	0	-25	11	-2	4	-4	-2	1	-9
57	-1	-0.5	COc1cc(CNC(=O)C2CCCC2)cc(OC)c1OC	-20	-17	-4	-37	14	-3	-1	-20	6
58	4	-0.9	COc1ccc(-c2csc3ncnc(N4CCN(S(=O)(=O)c5cccc(C(F)(F)F)c5)CC4)c23)cc1	2	-11	-3	-15	-4	-8	-6	-9	-1
59	0	-1.5	COc1ccc(NC(=O)C2CCN(S(=O)(=O)c3c(C)noc3C)CC2)cc1OC	-4	3	5	3	-7	2	6	-6	3
60	25	-0.9	CCOc1ccccc1OC(=O)c1cc2ccccc2oc1=O	0	-11	3	-3	-13	-6	-6	-7	4
61	-5	-2.8	Cc1ccc(NC(=O)/C(C#N)=C(\N)C(Cl)(Cl)Cl)nc1	·	·	-92	-81	-80	5	-7	-25	5
62	4	22*	COc1ccc(/C=N\NC(=O)COc2ccc(C(C)(C)C)cc2)cc1Cn1nc(C)cc1C	5	11	6	7	-6	-4	5	-12	-5

This is a subset; rates above refer to the full screens.
